HIF activator: HIF pathway transcriptional activators, primary screen, cell-based, U2OS HRE-luciferase, luminescence; activation, % at 7.5 µM (by protocol); U2OS HRE-luciferase reporter; normalized: DMSO 0%, desferrioxamine 100%; hit rate 0.32% among 300,000;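 active = mean activation of at least 10% of the iron chelator positive control signal, with at least half of replicates also reaching 10%; inconclusive = mean and replicate majority disagree about reaching 10%; inactive = mean and most replicates under 10%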
TRPC6 activator: mouse TRPC6 channel activators, primary screen, cell-based, HEK293, membrane potential dye | Short transient receptor potential channel 6 (Mus musculus), Q61143 | HEK293-TRPC6 membrane potential dye fluorescence; stronger effect = higher value | B-score at 10 µM | hit rate 0.13% among 310,000 | AID 2550, 2010;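 active = B-score of the integrated fluorescence ratio above library mean plus 3 SD, and starting fluorescence ratio within library mean plus 5 SD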;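 also: higher score means more depolarization so channel activation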
SKKanGAS inh: S. pyogenes SKKanGAS growth inhibitors in kanamycin, primary screen, streptokinase expression inhibitor project, SKKanGAS strain, BacTiter-Glo luminescence; 6 h; inhibition, % at 7.5 µM; hit rate 1.3% among 300,000;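 active = mean replicate score, as percent of positive control median, at least 50; inconclusive = mean below 50 but one replicate at or above 50; inactive = mean and every replicate below 50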;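 also: strain carries kanamycin resistance gene driven by streptokinase promoter and grows in 40 µg/ml kanamycin; loss of luminescence reflects streptokinase promoter inhibition or plain growth inhibition; 0% = median of DMSO wells and 100% = positive control at its reference dose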
MrgX1 PAM: positive allosteric modulators of MrgX1, primary screen, HEK293 cells, Fluo-4 calcium flux; hit rate 0.63% among 310,000; B-score at 10 µM; FDSS; stronger effect = higher value;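 active = plate-corrected calcium response at least 3 library SD above typical, normal starting fluorescence, not activating the receptor alone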;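 also: compound read alongside a low EC10 to EC30 dose of BAM8-22 agonist; peak minus trough fluorescence over baseline measured at the second addition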
Target sequence (Q96LB2 whole entry, looked up): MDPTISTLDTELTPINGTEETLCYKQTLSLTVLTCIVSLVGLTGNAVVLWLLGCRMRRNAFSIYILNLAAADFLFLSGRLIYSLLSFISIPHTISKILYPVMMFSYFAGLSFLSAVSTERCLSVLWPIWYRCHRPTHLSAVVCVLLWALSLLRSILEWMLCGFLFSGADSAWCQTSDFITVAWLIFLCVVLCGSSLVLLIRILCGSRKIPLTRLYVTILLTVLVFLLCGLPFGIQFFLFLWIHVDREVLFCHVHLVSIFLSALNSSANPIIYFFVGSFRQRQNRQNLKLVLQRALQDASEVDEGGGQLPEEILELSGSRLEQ
TRPC6 inhibitor: mouse TRPC6 channel inhibitors, primary screen, cell-based, HEK293, membrane potential dye; Short transient receptor potential channel 6 (Mus musculus), Q61143; ACh-evoked depolarization; stronger effect = lower value; B-score at 10 µM; hit rate 1.1% among 310,000; AID 2553, 2010;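 active = B-score under library mean minus 3 SD, initial fluorescence not abnormally high, positive integrated signal ratio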;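 also: B-score derived from integrated fluorescence ratio over the kinetic read; more negative B-score means stronger inhibition of depolarization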
MrgX1 agonist: agonists of human MrgX1 receptor, primary screen, HEK293 cells, Fluo-4 calcium flux; Mas-related G-protein coupled receptor member X1 (Homo sapiens), Q96LB2; Fluo-4 calcium fluorescence, agonist mode; stronger effect = higher value; B-score at 10 µM; hit rate 0.44% among 310,000;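 active = calcium response B-score plate-corrected fluorescence ratio at least 3 library SD, with starting fluorescence B-score inside 5 SD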
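times = overnight plating, then 30 min 37 °C plus 30 min room-temperature dye loading | assay system = stable human MrgX1 HEK293 cell line | input = fifteen thousand cells per well | signal = kinetic calcium dye fluorescence, Fluo-4 NW | dosing = compound delivered in addition one of three | read-out = B-scored fluorescence response ratio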
Platelet DG rel: inhibitors of platelet dense granule secretion, primary screen, cell-based, MLPCN, human platelets | human platelet-rich plasma, SFLLRN dense granule ATP release, luminescence | inhibition, %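 (compounds screened at 7.5 µM in platelet-rich plasma)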 | hit rate 0.22% among 300,000 | AID 1663, 2009;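 active = mean replicate score, as percent of positive control, at or above 50; inconclusive = mean below 50 but at least one replicate at or above 50; inactive = mean and every replicate below 50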
MrgX1 antag: antagonists of human MrgX1 receptor, primary screen, HEK293 cells, Fluo-4 calcium flux; Mas-related G-protein coupled receptor member X1 (Homo sapiens), Q96LB2; BAM8-22 antagonism; stronger effect = lower value; B-score at 10 µM; hit rate 1.3% among 310,000; AID 588676, 2011;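 active = calcium-response B-score plate-corrected more than 3 library SD below zero, starting fluorescence within 5 deviations, no agonist response on first addition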;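 also: peak minus trough fluorescence over baseline after final BAM8-22 challenge near maximal dose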
RGS4 block: RGS4 inhibitors, primary screen, cell-based, HEK293 M3R inducible RGS4, calcium flux. Fluo-4 calcium flux; stronger effect = higher value; triggered by carbachol at its EC20. Regulator of G-protein signaling 4 (Homo sapiens), P49798. hit rate 0.45% among 310,000. B-score at 10 µM;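 active = B-score, a plate-corrected calcium signal, over three deviations above library mean, with baseline fluorescence within five deviations of library mean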;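 also: RGS4 expression induced by doxycycline in cells with stable M3 receptor; B-score is computed from the integrated fluorescence ratio over baseline after carbachol; higher B-score means a larger calcium signal and so more RGS4 inhibition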
Target sequence (P49798 whole entry, looked up): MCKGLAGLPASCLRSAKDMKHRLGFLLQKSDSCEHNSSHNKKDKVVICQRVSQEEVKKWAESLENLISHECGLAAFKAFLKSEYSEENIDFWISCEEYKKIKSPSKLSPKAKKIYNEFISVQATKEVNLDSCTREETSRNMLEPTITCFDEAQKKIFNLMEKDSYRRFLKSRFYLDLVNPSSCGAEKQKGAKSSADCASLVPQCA
TRPC4 inh: inhibitors of mouse TRPC4 channel, primary screen, Fluo4 calcium, HEK293 TRPC4beta/mu-opioid cells. Short transient receptor potential channel 4 (Mus musculus), Q9QUQ5. DAMGO-evoked Fluo4 calcium flux; stronger effect = lower value. B-score at 10 µM. hit rate 0.39% among 300,000;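 active = B-score over 3 SD under the library average, no early fluorescence shift, positive overall ratio signal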
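Material: HEK293 cells with stable TRPC4beta plus mu-opioid receptor expression / Probe or stimulus: DAMGO in two steps, submaximal then maximal / Compound: single concentration per test compound / Technique: kinetic Fluo4 fluorescence imaging of calcium influx / Read-out: per-well B score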
RGS4 act: RGS4 potentiators or activators, primary screen, cell-based, HEK293 M3R inducible RGS4, calcium flux; carbachol calcium flux Fluo4; stronger effect = lower value; B-score at 10 µM; hit rate 0.92% among 310,000; AID 463111, 2010;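 active = B-score of the integrated calcium signal more than 4 SD below the library mean, with starting fluorescence not abnormally high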;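 also: negative B-score means reduced calcium response which marks RGS4 activation or potentiation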
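Reagent: ECmax carbachol challenge; Test system: M3R-expressing HEK293 line, RGS4 induced by doxycycline; Schedule: overnight RGS4 induction, 30 min dye load 37 °C, 20 min compound RT; Detection: calcium dye Fluo4 fluorescence; Read-out: Agonist-evoked peak-minus-minimum fluorescence over baseline, integrated ratio, B score.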
* = called active by the depositor; i = inactive; u = inconclusive; x = not tested or not shown; & = joins results of further samples. Rows were taken by chance, and some 6.1% of all compounds hit somewhere here.

SMILES | HIF activator | TRPC6 activator | SKKanGAS inh | MrgX1 PAM | TRPC6 inhibitor | MrgX1 agonist | Platelet DG rel | MrgX1 antag | RGS4 block | TRPC4 inh | RGS4 act
CCOC(=O)c1ccc(NC(=O)CSc2nnc(C3CCCCC3)n2C)cc1 | 1.8 | i | -14 | i | i | i | -2 | i | i | i | i
COC(=O)N1C(=O)[C@](c2ccc(Cl)cc2)(C(C)C)N1C(=O)OC | 2.4 | i | 16 | i | i | i | 1 | i | i | i | i
COc1ccc(CCn2c(=S)[nH]c3cc(C(=O)NCc4ccco4)ccc3c2=O)cc1OC | -5.3 | x | u | i | x | i | -9 | i | x | x | x
Oc1c(C=C2N=c3ccccc3=N2)sc(=S)n1-c1ccc(F)cc1 | 0.1&1.3 | i | -14&-7 | i | i | i | 10&-3 | i | i | i | i
COc1cc(C(=O)Nc2ccc(S(=O)(=O)Nc3nccc(C)n3)cc2)cc(OC)c1OC | 0.0 | i | -2 | i | i | i | -4 | i | i | i | i
OC(c1ccccc1)c1nc2ccccc2s1 (stereo not drawn) | 0.9 | i | 8 | i | i | i | 9 | i | i | i | i
Cc1noc(C)c1C(=O)N1CCN(c2cccc(Cl)c2)CC1 | -0.2 | i | -2 | i | i | i | 0 | i | i | i | i
Cc1cccc(NC(=O)C(CCC(N)=O)NC(=O)OCc2ccccc2)c1 (stereo not drawn) | -1.2 | i | -3 | i | i | i | 0 | i | i | i | i
CC(C)N(C(=O)c1sc2cc([N+](=O)[O-])ccc2c1Cl)C(C)C | -0.4 | i | -4 | i | i | i | 1 | i | i | i | i
CCc1ccc(OCc2nnc(SCC(=O)NCC3CCCO3)n2C)cc1 (stereo not drawn) | -0.2 | i | -3 | i | i | i | -7 | i | i | i | i
CCCCCCCCCNC(=O)[C@H](NC(=O)COc1ccccc1)[C@@H]1NC(C(=O)OC)C(C)(C)S1 (stereo partly drawn) | 1.9 | i | 8 | i | i | i | -3 | i | i | i | i
O=C(Nc1ccc(F)cc1)C1CCN(S(=O)(=O)c2cccc3nonc23)CC1 | 0.8 | i | 12 | i | i | i | -2 | i | i | i | i
O=C(NCc1ccccc1F)c1ccc2ccccc2n1 | -0.2 | i | 1 | i | i | i | 45 | i | i | i | i
Cc1ccc(-c2nc3ccccc3[nH]2)cc1NC(=O)c1sc2cc(Cl)ccc2c1Cl | 1.5 | i | 8 | i | i | i | 5 | i | i | i | i
CN1CCN(C(=O)/C(=C\c2ccccc2)c2ccccc2)CC1 | -0.1 | i | 2 | i | i | i | -5 | i | i | i | i
COCC(C)N1CCC(Oc2ccc(C(=O)N3CCCC3)cc2)CC1 (stereo not drawn) | -0.5 | i | -3 | i | i | i | 5 | i | i | i | i
O=C(Nc1ccccc1-c1nnn(CC(=O)N2CCCc3ccccc32)n1)c1ccco1 | 0.2 | i | 12 | i | i | i | 7 | i | i | i | i
CCCOCC(O)CC(CC)C(=O)NNC(=S)Nc1ccccc1 (stereo not drawn) | -0.2 | i | -2 | i | i | i | 1 | i | i | i | i
CCCn1nnnc1NCc1cccc(Cl)c1 | 0.2 | i | -17 | i | i | i | -6 | i | i | i | i
CN(CCCn1c(=S)[nH]c2ncccc2c1=O)Cc1ccccc1 | -0.6 | i | -9 | i | i | i | -3 | i | i | i | i
C=CCn1c(SCC(=O)Nc2sccc2C(N)=O)nc2sc(C)c(C)c2c1=O | -0.4 | i | 2 | i | i | i | 5 | i | i | i | i
CSc1oc(-c2ccccc2)nc1S(=O)(=O)c1ccc(C)cc1 | -0.1 | i | -12 | i | i | i | -1 | i | i | i | i
Cc1ccc(-n2nnnc2-c2ccccc2)cc1 | 0.1 | i | 0 | i | i | i | -1 | i | i | i | i
COc1cc(-c2cc(C(=O)Nc3ccc(S(N)(=O)=O)cc3)c3ccccc3n2)cc(OC)c1OC | -0.3 | i | 27 | i | i | i | 1 | i | i | i | i
CC1(C)S/C(=N/N=C/c2ccco2)NC1=O | 0.3 | i | -5 | i | i | i | -2 | i | i | i | i
CCCn1nnc(NC(=O)c2ccccc2Br)n1 | 0.9 | i | 0 | i | i | i | -9 | i | i | i | i
Cn1cnnc1SCC(=O)NN1C(=O)NC(C)(c2ccccc2)C1=O (stereo not drawn) | 0.0 | i | -5 | i | i | i | 12 | i | i | i | i
CCCC(NC(=O)CCc1c(C)c2cc3c4c(oc3c(C)c2oc1=O)CCCC4)C(=O)O (stereo not drawn) | -3.7 | i | 17 | i | i | i | 1 | i | i | i | i
Cc1ccc(N2C(=O)CCC2(C(N)=O)c2ccccc2)cc1 (stereo not drawn) | -0.6 | i | -2 | i | i | i | 2 | i | i | i | i
COCCNC(=O)C(c1ccc(C)o1)N(CC1CCCO1)C(=O)Cn1nnc2ccccc21 (stereo not drawn) | 0.0 | i | 5 | i | i | i | -3 | i | i | i | i
Cc1oc(-c2ccccc2F)nc1CS(=O)(=O)CC(=O)N1CCOCC1 | -0.2 | i | -5 | i | i | i | 0 | i | i | i | i
Cc1cc(/C=C2\NC(=O)NC2=O)c(C)n1-c1cccnc1 | -0.1 | i | -1 | i | i | i | 6 | i | i | i | i
COc1ccccc1NC(=O)CN1C(=O)COc2ccc(S(=O)(=O)N3CCC(C)CC3)cc21 | 0.2 | i | 21 | i | i | i | -6 | i | i | i | i
CN(C)/C=C/C(=O)c1ccc2noc(-c3ccccc3)c2c1 | -0.4 | i | 10 | i | i | i | 12 | i | i | i | i
O=C(c1ccccc1)N1CCN(c2ncccn2)CC1 | -0.8 | i | 1 | i | i | i | -1 | i | i | i | i
CCS(=O)(=O)N1Cc2ccccc2CC1C(=O)Nc1ccc(F)c(F)c1 (stereo not drawn) | 2.1 | i | -9 | i | i | i | -11 | i | i | i | i
OC(COc1ccccc1)CN1CCN(Cc2ccc3c(c2)OCO3)CC1 (stereo not drawn) | -0.2 | i | 2 | i | i | i | -1 | i | i | i | i
c1ccc(Cn2nnnc2C(c2cccs2)N2CCc3ccccc3C2)cc1 (stereo not drawn) | 2.4 | i | -7 | i | i | i | -8 | i | i | i | i
CCC(C)NS(=O)(=O)c1ccc(NC(=O)C(Sc2ccccc2)c2ccccc2)cc1 (stereo not drawn) | -0.4 | i | 30 | i | i | i | -21 | i | i | i | i
O=C(NCC(=O)N(c1cccc(F)c1)C(C(=O)NCC1CCCO1)c1ccccc1)c1ccco1 (stereo not drawn) | -1.1 | i | -3 | i | i | i | 1 | i | i | i | i
Cc1nn(-c2ccccc2)nc1CNS(C)(=O)=O | -0.5 | i | 6 | i | i | i | 7 | i | i | i | i
Cc1ccc(SCCOCCN2CCOCC2)cc1 | 0.1 | i | -4 | i | i | i | -3 | i | i | i | i
O=C(CSc1ccc2nnc(-c3ccccn3)n2n1)Nc1ccc2c(c1)OCO2 | -0.3 | i | -1 | i | i | i | 8 | i | i | i | i
Cc1ccc(-n2nc3ccc(NC(=O)c4ccco4)cc3n2)cc1 | 2.1 | i | 13 | i | i | i | 5 | i | i | i | i
O=C(O)CSc1nc2ccc(Cl)cc2[nH]1 | x | i | x | i | i | i | x | i | i | i | i
O=C(NCc1ccc2c(c1)OCO2)C1CC(c2ccc(Cl)cc2)=NO1 (stereo not drawn) | -0.1 | i | -7 | i | i | i | -4 | i | i | i | i
O=C(CSc1n[nH]c(-c2ccc(S(=O)(=O)NC3CCCCC3)cc2)n1)N1CCCC1 | -0.5 | i | 6 | i | i | i | -7 | i | i | i | i
Cc1ccc(-c2nn(CC(=O)Nc3ccc4c(c3)nc3n4CCOC3)c(=O)c3ccccc23)cc1 | 0.0 | i | 1 | i | i | i | 3 | i | i | i | i
CCCCc1ccc(NC(=O)C(=O)NCCN2CCN(Cc3ccc([N+](=O)[O-])cc3)CC2)cc1 | -2.3 | i | 12 | i | i | i | 4 | i | i | i | i
Cc1cc(C(=O)N2CCN(c3ncccc3C#N)CC2)no1 | -0.7 | i | 3 | i | i | i | 14 | i | i | i | i
(more compounds)
SMILES | HIF activator | TRPC6 activator | SKKanGAS inh | MrgX1 PAM | TRPC6 inhibitor | MrgX1 agonist | Platelet DG rel | MrgX1 antag | RGS4 block | TRPC4 inh | RGS4 act
CCn1c(=O)n(CCOC)c(=O)c2c3c(sc21)CCCC3 | 0.3 | i | 0 | i | i | i | -3 | i | i | -6* | i
CN(C)c1ccc(N2CC(C)(C)C2=O)cc1 | 0.1 | i | 2 | i | i | i | -3 | i | i | i | i
Cc1ccc(NC(=S)N(CCN(C)C)C(C)c2ccco2)cc1Cl (stereo not drawn) | 0.0 | i | 1 | i | i | i | -3 | i | i | i | i
O=C(O)c1cc(-c2ccccc2)c(N2CCOCC2)s1 | -6.6 | i | 8 | i | i | i | 3 | i | i | i | i
Cc1nn(CC(=O)NCCCN2C(C)CCCC2C)c(=O)c2cc3occc3n12 (stereo not drawn) | -0.5 | i | -2 | i | i | i | 8 | i | i | i | i
CCN(CC)P(=O)(Nc1ccccc1Br)c1ccc(N(C)C)cc1NC(=O)c1ccco1 (stereo not drawn) | -1.3 | i | 18 | i | i | i | 2 | i | i | i | i
Cn1cnnc1Sc1ccc(C(=O)NCCC(c2ccccc2)c2ccccc2)cc1[N+](=O)[O-] | 0.2 | i | -1 | i | i | i | 2 | i | i | i | i
CCS(=O)(=O)c1ccc(O)c(NC(=O)NC2CCCCC2)c1 | 0.2 | i | -1 | i | i | i | -4 | i | i | i | i
CCOc1ccc2c(c1)nc(SCC(=O)c1ccc(Br)s1)n2C | 0.5 | i | -13 | i | i | i | 0 | i | i | i | i

Source: PubChem (several laboratories)
